Assay outcomes (PubChem)
KCNH2 WT inh = qHTS for Inhibitors of KCHN2 3.1: Wildtype qHTS; AID 720551, 2013; activity change, % at 1.84 µM; Voltage-gated inwardly rectifying potassium channel KCNH2 (Homo sapiens), Q12809; 0.37% of 340,000 active; U2OS, BacMam KCNH2, thallium flux FluxOr; hits give low values;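 active = maximum activity change below -70%; inconclusive = maximum activity change between -70% and -50%; inactive = maximum activity change above -50%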; also: % is scaled to controls: 0 for no effect and ±100 for the full control effect
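U2OS cells were transduced with wild-type KCNH2 virus (2.03 x 10^8 / mL) for 4 h at room temperature, then cultured overnight at 37 C. Thallium flux was read with FluxOr dye. Rate constants were normalized to DMSO controls.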
KCNH2 3.1 block = qHTS for Inhibitors of KCHN2 3.1: Mutant qHTS. Potassium voltage-gated channel subfamily H member 2, brain isoform KCNH2 3.1 (human). U2OS KCNH2 3.1, thallium flux FluxOr; hits give low values. activity change, % (tested at about 1.8 µM). 0.95% of 340,000 active. AID 720553, 2013;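 active = maximum activity change below -70%; inconclusive = maximum activity change from -70% to -50%; inactive = maximum activity change above -50%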;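 also: thallium influx rate constant from kinetic fluorescence after stimulation buffer; % is scaled to controls: 0 for no effect and ±100 for the full control effect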
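Kinetic fluorescence (2 min after stimulation buffer) measures Tl+ influx through KCNH2 3.1 expressed by viral transduction in U2OS cells; the rate constant is normalized against DMSO controls serving as positive and negative references.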
Menin-MLL TR inh = qHTS Assay for Inhibitors Targeting the Menin-MLL Interaction in MLL Related Leukemias: Competition With Texas Red Labeled MLL-derived Mutant Peptide; Menin + Texas Red MLL mutant peptide, fluorescence polarization; 0.23% of 270,000 active; O00255; Potency, µM (series often up to 61.6 µM), for the others: at the top dose FP activity change, negative = inhibition, actives largely listed as inhibitors; active = well fitted inhibition curve with a large enough effect in the polarisation, with a control signal flat, not every such curve was filed as active; inconclusive = small, poorly fitted or top-dose-only effect, or effect the other way, or a change in a side signal; inactive = no such curve, though single readings can be large or run the other way; the % refers to the polarisation; also: potency is read from the fitted curve at half-maximal effect; % of control where 0% means no effect; many of its hits are not listed in these tables
MLL CXXC-DNA inh = qHTS Fluorescence Polarization Assay for Inhibitors of MLL CXXC domain - DNA interaction; Histone-lysine N-methyltransferase 2A (Homo sapiens), Q03164; MLL-CXXC / FITC-HOXA9 DNA fluorescence polarization; Potency, µM (highest dose often 115 µM), without a hit: at the highest dose activity change, negative = inhibition, usual class: inhibitors; 0.037% of 290,000 active; AID 2662, 2010; active = well fitted inhibition curve with a large enough effect in the polarisation, with a control signal flat, not every such curve was filed as active; inconclusive = small, poorly fitted or top-dose-only effect, or effect the other way, or a change in a side signal; inactive = no such curve, though single readings can be large or run the other way; the % refers to the polarisation; also: potency is read from the fitted curve at half-maximal effect
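Purified MLL-CXXC (added from a 7 uM solution) was preincubated 5 min at ambient with pinned compounds in 50 mM Tris-HCl pH 7.5, 50 mM NaCl, 1 mM DTT, 0.05% BSA. Fluorescein-labeled HOX-A9 DNA (50 nM solution) followed, 30 min, then polarization read.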
USP2a block = qHTS Assay for Inhibitors of Ubiquitin-specific Protease USP2a Using CHOP2 as the Reporter; AID 463254, 2010; Potency, µM (series often up to 38.3 µM), without a hit: top-dose activity change, negative = inhibition, most hits filed as inhibitors; USP2 core, Ub-CHOP2 coupled fluorogenic reporter, 485/531; 0.01% of 330,000 active; Ubiquitin carboxyl-terminal hydrolase 2 (Homo sapiens), O75604;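 also: potency is read from the fitted curve at half-maximal effect; plate controls were DMSO wells for no effect and full inhibition by NEM control for full effect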
Target sequence (O75604 whole entry, looked up): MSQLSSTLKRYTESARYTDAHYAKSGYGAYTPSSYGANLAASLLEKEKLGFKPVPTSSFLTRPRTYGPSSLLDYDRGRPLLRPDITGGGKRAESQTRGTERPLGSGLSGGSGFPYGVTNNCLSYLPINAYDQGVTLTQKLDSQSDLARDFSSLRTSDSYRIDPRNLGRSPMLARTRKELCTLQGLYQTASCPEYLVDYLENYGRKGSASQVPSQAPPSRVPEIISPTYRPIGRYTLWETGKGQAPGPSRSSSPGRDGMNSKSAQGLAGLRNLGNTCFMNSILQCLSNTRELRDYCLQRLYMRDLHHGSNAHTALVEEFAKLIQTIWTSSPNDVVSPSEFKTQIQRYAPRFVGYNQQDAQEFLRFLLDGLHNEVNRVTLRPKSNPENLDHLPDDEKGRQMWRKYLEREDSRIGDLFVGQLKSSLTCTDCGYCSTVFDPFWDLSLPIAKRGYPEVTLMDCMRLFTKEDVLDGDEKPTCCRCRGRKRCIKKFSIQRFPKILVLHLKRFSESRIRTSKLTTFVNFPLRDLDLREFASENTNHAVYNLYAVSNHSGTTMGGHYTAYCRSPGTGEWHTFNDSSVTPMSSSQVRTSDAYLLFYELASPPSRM
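Cell-free coupled assay: 10nM USP2 core preincubated 30min RT with compound in Tris-HCl pH 8.0/CaCl2/CHAPS buffer, then 25nM Ub-CHOP2 and 25nM reporter substrate; fluorescence (Ex 485/Em 531) read after 60min RT, normalized to NEM inhibition, concentration-response curves fitted.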
Giardia killer = Small Molecules that selectively kill Giardia lamblia: qHTS; activity change, % at 7.66 µM, hits read low; Giardia lamblia trophozoite viability; 0.15% of 340,000 active; in the data active = activity change below about -80%; inconclusive = between about -30% and that limit;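 also: parasites exposed to compound for two days anaerobically before the ATP read; % is scaled to controls: 0 for no effect and ±100 for the full control effect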
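Anaerobic 48 hrs incubation at 37 deg C of 100 trophozoites/well with test compounds; ATPLite 1-Step luminescence, 15-30 min RT, reports cellular ATP as viability.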
GALK inhibitor = qHTS Assay for Inhibitors of Human Galactokinase (GALK). P51570. Purified GALK, Kinase-Glo residual ATP luminescence. Potency, µM (top dose mostly 57.5 µM), inactives show top-dose activity change, negative = inhibition, hits mostly inhibitors. 0.007% of 270,000 active. AID 1868, 2009; also: potency is read from the fitted curve at half-maximal effect; % is scaled to controls: 0 for no effect and ±100 for the full control effect
Target sequence (P51570 whole entry, looked up): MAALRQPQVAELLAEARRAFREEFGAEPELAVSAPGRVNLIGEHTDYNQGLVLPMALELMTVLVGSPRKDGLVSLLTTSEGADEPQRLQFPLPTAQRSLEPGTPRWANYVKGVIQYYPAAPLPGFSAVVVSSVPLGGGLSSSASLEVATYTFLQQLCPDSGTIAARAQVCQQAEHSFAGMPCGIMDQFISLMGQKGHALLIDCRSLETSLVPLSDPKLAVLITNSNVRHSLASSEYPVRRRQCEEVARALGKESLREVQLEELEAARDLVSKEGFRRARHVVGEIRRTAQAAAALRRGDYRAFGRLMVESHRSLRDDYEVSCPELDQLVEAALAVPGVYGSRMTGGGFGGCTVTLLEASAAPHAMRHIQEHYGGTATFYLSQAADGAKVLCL
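Human GALK (5 nM) with 35 uM ATP and 100 uM galactose in 20 mM HEPES pH 8.0, 5 mM MgCl2, 60 mM NaCl, 1 mM DTT, 0.01% BSA. After 1 h at room temperature, leftover ATP was read by Kinase-Glo Plus luminescence.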
TRPV1 ag = HTS Assay for Compounds that Act as Agonists of the Vanilloid Receptor 1; Transient receptor potential cation channel subfamily V member 1 (Homo sapiens), Q8NER1; TRPV1-expressing cells, Fluo-8 calcium influx, agonist mode; activation, % at 8.33 µM; 0.19% of 320,000 active; AID 540275, 2011; in the data active = activation above about 80%; inconclusive = between about 30% and that limit; also: 0% is about no effect
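Fluo-8 calcium influx in TRPV1-expressing cells, kinetic read (ex 480/em 520 nm). Compound added and read 3 min for agonist activity, followed by capsaicin at EC20 final and 2 min further read for enhancement.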
PKM2 act = qHTS Assay for Activators of Human Muscle isoform 2 Pyruvate Kinase. Pyruvate kinase PKM (Homo sapiens), P14618. purified PKM2, Kinase-Glo ATP luminescence, activation; response scale: 0% is enzyme alone, no compound. Potency, µM (top dose mostly 57.5 µM), for inactives: at the top dose activation, hits mostly activators. 0.34% of 260,000 active; also: potency is read from the fitted curve at half-maximal effect; % is scaled to controls: 0 for no effect and ±100 for the full control effect; nearly all actives have a fitted effect of over 55% in size
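Purified hPK-M2 (>95%) run at intermediate activity with 0.1 mM ADP and 0.5 mM PEP in 50 mM imidazole pH 7.2, KCl, MgCl2; 1 h room temperature. ATP formed read by Kinase-Glo luminescence; normalized to uninhibited and no-enzyme controls.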
Coupling enz = qHTS Assay for Inhibitors of Fructose-1,6-bisphosphate Aldolase from Giardia Lamblia: Coupling assay counterscreen. coupling enzyme system counterscreen, AmpLite Red fluorescence. activity change, negative = inhibition, % at 58.2 µM, hits read low. 0.67% of 290,000 active. AID 2472, 2010; in the data active = activity change below about -30%; also: % is scaled to controls: 0 for no effect and ±100 for the full control effect
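Counterscreen of the coupled detection system alone, without aldolase: glyceraldehyde-3-phosphate coupling enzymes plus AmpLite Red readout. Compounds at 57.5 uM final, 10 min RT preincubation, 20 min RT reaction, fluorescence 525/598 nm.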
B2AR arrestin = qHTS assay of beta-arrestin-biased ligands of beta2-adrenergic receptor. beta-arrestin recruitment to beta2AR, cell-based reporter. 0.02% of 330,000 active. Potency, µM (series often up to 46.1 µM), for inactives: top-dose activation, hits mostly activators;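 also: potency is read from the fitted curve at half-maximal effect; 0% = DMSO controls and full agonism = EC100 isoproterenol or metaproterenol; nearly all actives have a fitted effect of over 65% in size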
Numbers without * were called inactive; u = inconclusive; x = no result given; [ ] = dose if it differs, or a comment. Unless noted, calls follow the shape of the dose curve; as a rule, active = well fitted curve in the direction sought with a large enough effect; inconclusive = small, poorly fitted or top-dose-only effect, or another doubt; inactive = no such curve, though single readings can be large; an effect the other way counts as inactive or inconclusive.

SMILES | KCNH2 WT inh | KCNH2 3.1 block | Menin-MLL TR inh | MLL CXXC-DNA inh | USP2a block | Giardia killer | GALK inhibitor | TRPV1 ag | PKM2 act | Coupling enz | B2AR arrestin
C/C(=C\C(=O)c1ccc(Cl)s1)N(C)C | -6 | 0 | 9% | -6% | 9% | -1 | -2% | 13 | -23% | 2 | -0.8%
Clc1cccc(-c2nnc(SCc3nc4ccccc4[nH]3)n2Cc2ccco2)c1 | -1 | -5 | 5% | -4% | 0% | -11 | -2% | 10 | 1% | -2 | 0.2%
Cc1c(C(=O)Nc2ccccc2Cl)oc2ccc(S(=O)(=O)N3CCC4(CC3)OCCO4)cc12 | -5 | -27 | 16% | 1% | -1% | -4 | -3% | 3 | 0% | 1 | 3.6%
Cc1cccc(-c2noc(CN(C(C)C)S(=O)(=O)c3ccc(F)cc3)n2)c1 | 15 | 10 | 5% | -2% | -1% | 1 | 0% | 2 | -5% | 0 | -1.0%
COC(=O)C1(C(O)C(=O)c2ccc(C)cc2C)CCCCC1 (stereo not given) | -5 | 7 | -11% | 1% | 0% | -7 | -2% | 11 | -2% | 3 | -0.3%
NC(=O)c1ccc(NCC2COc3ccccc3O2)c([N+](=O)[O-])c1 (stereo not given) | -1 | -5 | u | 2% | -3% | -17 | 0% | 2 | -3% | -2 | 0.0%
CCNc1nc(NCC)n2c(SCc3nc4ccccc4c(=O)[nH]3)nnc2n1 | -5 | -8 | 0% | 26% | 3% | 16 | 4% | -1 | 29% | -2 | -0.2%
COCCc1nc2ccc(C(=O)N(C)Cc3cccc(-n4cccn4)c3)cc2o1 | 2 | 12 | x | -5% | 0% | 19 | 4% | -1 | x | x | -1.0%
Cc1cc(C)cc(Oc2ncnc3c2ncn3Cc2c(Cl)cccc2Cl)c1 | 20 | -10 | u | 1% | 3% | 2 | -1% | 4 | -5% | 0 | -0.2%
COc1ccc(C2=NOC(Cn3nc(C(=O)NCc4cccc(Br)c4)cc3-c3ccccc3)C2)cc1 (stereo not given) | 3 | -12 | x | x | 3% | 5 | x | x | x | x | -0.1%
NNC(=O)c1ccc(Cn2cc(Br)cn2)o1 | 29 | 1 | x | -3% | -1% | -6 | 11% | 23 | -1% | 1 | -0.5%
O=C(CSc1nnc(COc2cccc3cccnc23)o1)N1CCCC1 | 4 | 0 | -10% | 0% | 0% | -11 | 6% | 1 | -4% | 1 | -0.6%
FC(F)(F)c1cc(C(F)(F)F)n2nc(-c3sccc3-n3cccc3)cc2n1 | 17 | -1 | 12% | 3% | -1% | -8 | 6% | 1 | -3% | -3 | 0.0%
COCCN1C=C(C(=O)OC)C(c2ccccc2C(F)(F)F)C(C(=O)OC)=C1 | 3 | -1 | -6% | -1% | -2% | -3 | 0% | u | 2% | 0 | -0.4%
COc1cc2c(cc1OC)C(C)N(C(=O)c1c(C)noc1C)CC2 (stereo not given) | 1 | u | x | 7% | 0% | -11 | x | 0 | -7% | 2 | 0.5%
COc1ccc(CNC(=O)Cn2nc(Cc3cccnc3)c3ccccc3c2=O)cc1 | 0 | 5 | 1% | -10% | -2% | u | 2% | -1 | 4% | 0 | 0.2%
CC(=O)c1c(C)[nH]c(C(=O)COC(=O)CCCOc2ccccc2)c1C | 17 | 19 | 2% | 11% | 2% | -8 | -7% | u | 2% | 2 | 0.5%
Cc1cc(=O)n2[nH]c(-c3ccsc3-n3c(C)ccc3C)cc2n1 | 9 | 3 | x | -1% | -9% | -21 | -1% | -2 | 3% | -7 | -0.5%
CCOC(=O)[C@H]1[C@H]2COc3ccc(OC)cc3[C@@H]2N2C(=O)CN(Cc3ccc(Cl)cc3)C(=O)[C@@]12C | -11 | -4 | x | x | 4% | u | x | 0 | x | x | 0.2%
COc1ccc(NC(=O)C2=NN(C3CCS(=O)(=O)C3)C(=O)CC2)cc1S(N)(=O)=O (stereo not given) | 2 | -4 | x | x | 1% | -13 | x | x | x | x | -0.5%
CCOC(=O)c1cc(-c2ccc(C)cc2)n(CCC(=O)NCCN(C)C)c1C | 3 | 12 | -5% | -11% | -6% | -6 | 0% | -1 | -11% | 1 | 0.3%
O=C(c1ccccc1NS(=O)(=O)c1ccc(F)cc1)N1CCCC1 | 2 | 11 | 1% | 0% | -2% | -1 | 4% | -2 | 2% | -2 | 0.6%
COc1ccc(C(C)C)cc1S(=O)(=O)N1CCC(C(=O)NCC2CCCO2)CC1 (stereo not given) | 3 | 18 | x | 9% | 2% | -3 | 5% | -1 | -17% | x | -1.0%
CC(=O)c1cc(-c2ccccc2)n(CC(=O)N2CCC(C)CC2)c1C | 4 | -11 | 7% | 11% | 3% | -7 | -3% | 0 | 1% | 0 | 6.7%
O=C(Nc1ccc(Oc2ccc(S(=O)(=O)N3CCOCC3)cn2)cc1)c1ccco1 | 8 | 4 | -9% | 0% | 0% | -18 | 3% | -2 | -1% | 3 | -0.8%
Cc1ccc(S(=O)(=O)N2CCOCC2)cc1C(=O)N(Cc1nnc(-c2ccccc2Cl)o1)C1CC1 | 3 | -1 | x | 2% | -1% | 4 | 5% | 2 | -8% | x | -0.4%
Cc1cc2occ(CC(=O)NC3CCCc4ccccc43)c2cc1C (stereo not given) | 5 | -1 | -27% | -7% | -1% | 2 | -1% | 7 | -9% | -6 | -0.5%
COc1cccc(C2CC(=O)N3CN(c4ccccc4F)CSC3=C2C#N)c1 (stereo not given) | -5 | -1 | 7% | 14% | 2% | 6 | 1% | 1 | 0% | -10 | -1.0%
CC1=NN(C(C#N)c2cccc([N+](=O)[O-])c2)C(C)(C)C1 (stereo not given) | 1 | 10 | -2% | 8% | -1% | -19 | 1% | 1 | 6% | -5 | -0.3%
COc1cc(C(=O)Nc2ccccc2C2COC(=O)C2=N)cc(OC)c1OC (stereo not given) | 0 | 4 | -14% | 8% | 2% | 7 | 2% | 3 | -4% | 1 | -2.0%
Cn1c(Cn2cnc([N+](=O)[O-])n2)nnc1SCC(=O)Nc1ccccc1 | -1 | 0 | 4% | -1% | 1% | 4 | -4% | -3 | -6% | -5 | 0.2%
Cc1cccc(NC(=O)CSc2nnc(-c3ccco3)c(-c3ccco3)n2)c1 | -1 | -3 | u | -18% | -2% | 22 | -1% | -2 | 9% | -5 | 0.5%
CCOc1ccc2[nH]cc(S(=O)(=O)c3ccc(F)cc3)c(=O)c2c1 | 44 | 5 | -23% | -1% | -2% | 13 | 0% | 2 | -6% | 0 | -0.8%
OCCSc1ncnc2c1oc1ccccc12 | -18 | 6 | 0% | -6% | -5% | -2 | 5% | 3 | -6% | 9 | -0.4%
O=C(CNc1cccc(Cl)c1)NNC(=S)NCc1ccccc1 | -21 | -12 | u | 6% | 7% | 12 | -1% | 4 | -2% | 0 | -0.2%
O=C(c1cc2sccc2n1Cc1ccc(F)cc1)N1CCCc2ccccc21 | 1 | -47 | -17% | 6% | -7% | 9 | 1% | 15 | -1% | -1 | -0.7%
N#C/C(=N\Nc1cccc(C(F)(F)F)c1)C(=O)c1csc(-c2cccnc2)n1 | -3 | -17 | x | -10% | 0% | -28 | -6% | 3 | 2% | 12 | -0.1%
CNC(=S)N(CCN(C)C)Cc1cc2cc3c(cc2[nH]c1=O)OCO3 | -6 | -5 | -3% | 7% | 3% | 8 | -5% | -18 | -3% | 0 | 0.4%
CCOc1ccc2c(c1)C(C)=CC(C)(C)N2S(=O)(=O)c1ccc(NC(C)=O)cc1 | -6 | -8 | 34%[activator] | -7% | -17% | 7 | -1% | u | -3%[11.5 µM] | 6 | -0.4%
CCn1cc(CCCC(=O)NCc2ccccc2OC)c2ccccc21 | -4 | -13 | u | 12% | -7% | -3 | 4% | -1 | x | 0 | 0.0%

These rows are one share of the data, so the mix of outcomes need not match the whole.
